Screening results as filed in PubChem.
sdo1 growth: growth rescue of sdo1-depleted yeast, primary screen, S. cerevisiae, bone marrow failure model; hit rate 0.21% among 140,000; AID 817, 2007; z-score at 10 µM; S. cerevisiae sdo1-depleted JHY4D growth rescue, OD600 30 h; stronger effect = higher value; pdr5 snq2 efflux-pump mutant strain;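 active = z-score above 3 at both the 24 hr and the 30 hr optical density reads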;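 also: z-score against mean and SD of all compound wells on the same plate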
INS promoter inh: inhibitors of insulin promoter-driven GFP, primary screen, imaging, TRM-6 cells (human fetal islet line), eGFP reporter, cell count; reporter expression induced with tamoxifen; inhibition, % at 2 µM; hit rate 0.9% among 130,000; AID 1273, 2008;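 active = inhibition above the mean plus 3 SD, with well images judged a real hit on visual review, cut at about 60% in these data, passing the limit was not always enough; inconclusive = inhibition over the cutoff but images rejected on review; inactive = inhibition not above the cutoff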
sdo1 growth Rescue 24 h: also measured in sdo1 growth; calls as there; z-score; S. cerevisiae sdo1-depleted JHY4D growth rescue, OD600; measured here: growth rescue at 24 h;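 0 is the plate mean of compound wells and units are plate SD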
Numbers without * were called inactive; ? = inconclusive; . = not tested or not shown. Rows were taken by chance, and some 0.92% of all compounds hit somewhere here.

The first two records (preview)
SMILES	sdo1 growth	sdo1 growth Rescue 24 h	INS promoter inh
CCCCn1c(=O)[nH]c(=O)c2c1nc(-c1ccc(C(F)(F)F)cc1)n2C	.	.	53
Cc1cc(NC(=O)c2cccc(C(=O)Nc3cc(C)on3)n2)no1	-1.1	-0.01	37

This part in full (from the top)
SMILES	sdo1 growth	sdo1 growth Rescue 24 h	INS promoter inh
CCCCn1c(=O)[nH]c(=O)c2c1nc(-c1ccc(C(F)(F)F)cc1)n2C	.	.	53
Cc1cc(NC(=O)c2cccc(C(=O)Nc3cc(C)on3)n2)no1	-1.1	-0.01	37
CC(C)Sc1nc(O)c(Cc2ccccc2)c(=O)[nH]1	0.42	1	3
CCn1cc(C=O)c2cc(S(=O)(=O)N3CCOCC3)ccc21	1.1	0.99	21
COc1ccc(C2(CNC(C)=O)CCOCC2)cc1OC	1.2	0.28	.
N#CC1=C(N)OC2=C(CC/C2=C\c2ccccc2)C1c1ccccc1 (configuration not stated)	-1.6	-0.86	23
CCOC(=O)CN(C(=O)CCC(=O)Nc1cc(C)on1)C(C(=O)NC1CCCC1)c1cccnc1 (configuration not stated)	0.47	0.55	11
Cc1ccc(S(=O)(=O)CCc2nnc(N)s2)cc1C	0.44	-0.11	-276
Cc1nn(-c2ccccc2)c(N2CCCC2)c1/C=C1\N=C(c2ccc(OC(C)C)cc2)OC1=O	0.75	0.7	.
NC(=O)CSc1nnc(-c2ccc(S(=O)(=O)N3CCCC3)cc2)o1	0.43	-0.24	43
CCOC(=O)c1c(-c2ccc(C)o2)csc1NC(=S)NC(=O)c1cccs1	-0.09	0.64	14
COc1ccc(NS(=O)(=O)c2ccc(C)c(NC(=O)c3ccc(C)c(S(=O)(=O)N4CCOCC4)c3)c2)cc1	0.91	1.2	.
COc1cccc(NC(=O)Cc2nc(-c3ccccc3)sc2-c2ccc(C)cc2)c1	-0.57	-0.63	0
O=C(Nc1cccc(F)c1)c1cc(S(=O)(=O)N2CCC(C(=O)O)CC2)ccc1F	0.82	0.6	-57
O=C(Nc1ccccc1C(=O)NC(Cc1ccccc1)C(=O)NC1CCCCC1)c1ccccc1 (configuration not stated)	-0.89	-0.17	-47
COc1ccc(-c2nc(CS(=O)CC(=O)NCC3CCCO3)c(C)o2)cc1 (configuration not stated)	0.06	-0.38	.
CCOC(=O)c1cnc(Nc2nc3ccccc3o2)nc1C	1.7	2.1	-4
O=C(Nc1cccc(Cl)c1)Nc1nc(-c2ccccc2)cs1	.	.	47
c1ccc(-c2nnc(-c3cccc(-c4nnc(-c5ccccc5)o4)c3)o2)cc1	.	.	-110
Cc1ccc(OCCCCn2c(CO)nc3ccccc32)cc1	.	.	-54
COc1cccc(OCCCCN2CCCCC2)c1	-0.17	-0.51	?
Cc1ccc2sc(NNC(=O)C3=COCCO3)nc2c1C	.	.	33
CCn1c(SCCC#N)nnc1-c1ccncc1	0.05	-0.82	50
CCCOc1cc(CC(=O)NCc2ccco2)ccc1OC	1.3	2	23
CCOC(=O)c1c(NC(=O)c2c(Br)cnn2C)c(C#N)nn1-c1ccccc1	-1.2	-0.68	-20

Arranged by value in sdo1 growth (falling): some entries from above.
mol	sdo1 growth	sdo1 growth Rescue 24 h	INS promoter inh
CCOC(=O)c1cnc(Nc2nc3ccccc3o2)nc1C	1.7	2.1	-4
NC(=O)CSc1nnc(-c2ccc(S(=O)(=O)N3CCCC3)cc2)o1	0.43	-0.24	43
COc1cccc(OCCCCN2CCCCC2)c1	-0.17	-0.51	?

The list continues:
SMILES	sdo1 growth	sdo1 growth Rescue 24 h	INS promoter inh
CCCCC1C2=C(CC(C)(C)CC2=O)OC2=C1C(=O)CC(C)(C)C2	-1	-1.3	.
O=C(O)COc1ccccc1O	0.3	-0.05	.
CCCCC(C(=O)NC(C)(C)C)N(Cc1ccco1)C(=O)c1snc(C(N)=O)c1N (configuration not stated)	-0.74	-0.14	11
O=C(COC(=O)/C=C/c1nc2ccccc2s1)Nc1cccc2ccccc12	1.8	1.2	8
COc1ccc(Br)cc1CNC(=O)C1CCCN(c2nc3ccccc3o2)C1 (configuration not stated)	0.24	0.81	.
Cc1[nH]c2ccccc2c1CCN(Cc1cccs1)C(=S)NC(C)(C)C	.	.	-27
CCc1nnc(NC(=O)Cc2ccc(OC)cc2)s1	-0.73	1.2	-36
CO/N=C/CC(=O)Nc1ccc(F)cc1F	0.36	-1.3	6
CC(=O)Cc1nsc(NC(=O)c2csc3c2CCCC3)n1	-0.72	-1.5	-79
Cc1ccc(S(=O)(=O)c2nc(S(=O)(=O)c3ccc(C)cc3)c(NCc3ccco3)s2)cc1	0.34	0.81	3
O=C(c1ccco1)N1CCn2c1nc1ccccc12	0.01	-0.67	23
COc1ccc(C(=O)/C=C/Nc2c(C)n(C)n(-c3ccccc3)c2=O)cc1OC	0.02	-0.8	-47
Cc1ccc2nc(-c3cccc(N)c3)[nH]c2c1	0.99	-0.31	80*
c1ccc(-c2cnc(SCCN3CCOCC3)n2CC2CCCO2)cc1 (configuration not stated)	0.8	0.49	-233
O=C(CSc1nnc(-c2ccco2)n1-c1ccccc1)NCCc1ccccc1	0.32	0.8	.
O=S(=O)(O)c1nc2ccccc2n1CCOc1ccccc1	8.3*	3.2*	.
Cn1ncc(Cl)c1C(=O)NCc1cc(C(C)(C)C)n[nH]1	-0.66	-1.2	12
CCCn1c(=N)n(CCOc2ccc(OC)cc2)c2ccccc21	0.81	0.37	-11
CN(c1ccc(C(=O)NCc2ccccn2)cc1)S(C)(=O)=O	0.51	-0.87	20
Cc1ccc(C(=O)COC(=O)c2cccc(N3C(=O)c4c(C)nc5ccccc5c4C3=O)c2)cc1C	0.01	0.94	.
CCN(CC)S(=O)(=O)c1ccc(OC)c(NC(=O)c2ccc(OC)c([N+](=O)[O-])c2)c1	.	.	26
O=C(CCSc1nc(-c2ccco2)cc(C(F)(F)F)n1)NCc1cccs1	-0.76	0.51	-88
COc1ccc(CC(=O)OCN2C(=O)c3ccccc3C2=O)cc1	0.44	0.35	.
O=C1CCCc2nc3nc4ccccc4n3cc21	1.7	1.1	23
COc1ccc(-c2csc(NC(=O)/C(N=Nc3ccccc3)=C(\C)O)n2)cc1	.	.	32

Exported with two lines to a compound: entries from further up.
The line under a structure holds: sdo1 growth, sdo1 growth Rescue 24 h, INS promoter inh
COc1ccc(Br)cc1CNC(=O)C1CCCN(c2nc3ccccc3o2)C1 (configuration not stated)
→ 0.24, 0.81, .
CCc1nnc(NC(=O)Cc2ccc(OC)cc2)s1
→ -0.73, 1.2, -36
c1ccc(-c2cnc(SCCN3CCOCC3)n2CC2CCCO2)cc1 (configuration not stated)
→ 0.8, 0.49, -233

Other structures.
SMILES	sdo1 growth	sdo1 growth Rescue 24 h	INS promoter inh
CC(=O)NC1CC2CCCC(C1)N2S(=O)(=O)c1ccccc1 (configuration not stated)	-0.03	-0.86	67
CC(C)CCOC(=O)C1[C@H]2C(=O)N(Cc3cccs3)C[C@]23C=C[C@H]1O3 (some centres not stated)	0.56	0.29	14
CCn1c(SCC(=O)NCC2CCCO2)nnc1-c1c[nH]c2ccccc12 (configuration not stated)	-0.2	-0.29	-10
COc1ccccc1NC(=O)c1cnc2n(c1=O)CCS2	0.44	2	36
N#Cc1ccc(CSc2nnc(-c3cccs3)n2-c2ccccc2)cc1	-1.6	-1.2	-83
COc1ccc(S(=O)(=O)N2CCCC2)c(Cl)c1Cl	.	.	-33
CCOC(=O)CSc1nc2ccccc2c(=O)n1CC1CCC(C(=O)NCc2ccco2)CC1 (configuration not stated)	-0.85	0.3	38
Cc1cc(C)c(NC(=O)C2CCN(c3cnccn3)CC2)c(C)c1	0.27	-0.34	-481
COc1cc(/C=C/C(=O)Nc2nnc(CC(C)C)s2)cc(OC)c1OC	-1	-0.69	33
CC(C)C(NC(=O)c1ccccc1)C(=O)N/N=C\c1ccco1 (configuration not stated)	0.44	0.09	27
COC(=O)c1ccc(SCC(=O)N2CCC(C)CC2)c([N+](=O)[O-])c1	-0.19	-0.69	-43
O=C(/C=C/c1ccccc1)OCCCCN=C1NS(=O)(=O)c2ccccc21	.	.	-20
CCOc1cc(C2C(C(=O)c3ccccc3)=C(C(=O)OC)Nc3nnnn32)ccc1O (configuration not stated)	1.3	0.81	55
Nc1nnc(SCC(=O)Nc2cc(C(F)(F)F)ccc2N2CCOCC2)s1	-0.19	-1	7
CN(C)c1ccc(/C=N/N2C(=S)SC(C)(C)C2N(O)C(=O)Nc2ccc([N+](=O)[O-])cc2)cc1 (configuration not stated)	0.13	-0.55	-18
Nc1nc(SCC(=O)OCc2ccccc2)[nH]c(=O)c1NC(=O)c1ccco1	0.54	0.35	20
CC(=O)c1ccc(N(C(=O)CS(=O)CC(=O)Nc2ccc(F)cc2)C(C(=O)NC2CCCCC2)c2cccs2)cc1 (configuration not stated)	-0.6	0.83	-50
CCCCC[C@H](O)/C=C/[C@H]1C=CC(=O)[C@@H]1C/C=C\CCCC(=O)O	-0.02	0.7	-5
CCS(=O)(=O)NCCc1cc2c(OC)ccc(OC)c2[nH]c1=O	-0.39	-0.27	39
CC(=O)Nc1ccc(OS(=O)(=O)c2cc(Cl)ccc2C)cc1	.	.	-39
Cc1nc(NC(=O)c2cccnc2)ccc1Br	0.13	-0.55	-9
Cc1ccc2cc(CCNC(=O)c3c(-c4ccccc4Cl)noc3C)c(=O)[nH]c2c1	-1.2	-1.4	.
CC(=O)c1ccc(-n2nncc2C)cc1	1.4	1.5	.
CCOc1ccc(N2CC(C(=O)OCC(=O)NCc3ccccc3)CC2=O)cc1 (configuration not stated)	-0.47	-1.7	-37
COc1ccc2c(c1)c1ncn(CCCN3CCOCC3)c(=O)c1n2C	-0.27	0.36	-400

Continuation:
SMILES	sdo1 growth	sdo1 growth Rescue 24 h	INS promoter inh
Cc1csc2nc(CCNS(=O)(=O)c3ccc4c(c3)OCCO4)cn12	0.17	-0.35	.
COc1ccc(C(=O)C2CCCN(C(=O)c3cc4nc(C)cc(C)n4n3)C2)cc1F (configuration not stated)	.	.	-292
CNS(=O)(=O)c1ccc(N=Cc2c(C)[nH]n(-c3ccc(C)cc3C)c2=O)cc1	.	.	-19
CC(C)Cn1c(SCC(=O)Nc2ncccn2)nc2ccccc21	.	.	-18
O=C(CCc1nc(-c2ccccc2F)no1)NC1CCCCCC1	-0.06	-0.12	-12
O=C(CCCN1C(=O)c2ccccc2C1=O)N1CCc2ccccc2C1	-0.25	-0.81	-43
CN(C)C(=O)COC(=O)c1cccc(CN2C(=O)c3ccccc3C2=O)c1	.	.	-36
COC(=O)C1=C(O)/C(=C\c2ccc(O)c(OC)c2)N=C1C	1.2	1.6	61
O=C(COc1ccc(S(=O)(=O)N2CCCCC2)cc1)NCc1cccnc1	-0.16	-0.13	25
COc1ccc(COc2ccsc2C(=O)Nc2ccc(Cl)cc2)cc1	-1.7	-0.58	6
CCOC(=O)c1ccc(NC(=O)COc2ccc(S(=O)(=O)NC(C)C)cc2)cc1	0.28	-0.26	-41
CC(=O)Oc1ccc(N(C(C)=O)S(=O)(=O)c2cc([N+](=O)[O-])ccc2C)cc1	-0.24	-0.39	11
CCn1c(SCC(=O)Nc2nc3c(s2)CCCC3)nnc1-c1ccccc1	-0.21	-0.06	-64
O=C(Nc1nc2ccccc2s1)c1cc2c(s1)-c1ccccc1OC2	-0.93	0.03	.
Cc1ccccc1CCN(C(=O)CN1C(=O)c2ccccc2S1(=O)=O)C(C(=O)NCC1CCCO1)c1ccncc1 (configuration not stated)	0.72	0.45	5
CC[C@H]1OC(=O)[C@H](C)[C@@H](O[C@H]2C[C@@](C)(OC)[C@@H](O)[C@H](C)O2)[C@H](C)[C@@H](O[C@@H]2O[C@H](C)C[C@H](N(C)C)[C@H]2O)[C@](C)(O)C[C@@H](C)[C@@H]2N[C@@H](COCCOC)O[C@H]([C@H]2C)[C@]1(C)O	2.2	2.5	59
Cn1c(CCC(=O)OCC(=O)NCc2ccc3c(c2)OCO3)nc(=O)c2ccccc21	.	.	-11
Cc1ccc(CSc2nc3ccsc3c(=O)n2Cc2ccccn2)cc1	-0.98	-0.59	-26
Cc1cc(C(F)(F)F)nn1CC(=O)NNC(=S)Nc1ccc(F)cc1	0.32	-0.27	-19
O=C1CC(C2CCCO2)C(=O)N1Cc1ccccc1 (configuration not stated)	-0.03	-0.47	-29
NC(=O)[C@H](Cc1cc2ccccc2s1)NC(=O)[C@@H]1CC2(CC(c3cccc(NC(=O)[C@@H]4CCC(=O)N4)c3)=NO2)CN1C(=O)c1ccccc1 (some centres not stated)	0.57	0.04	.
Cc1ccc(NC(=O)CSc2ccccc2NC(=O)c2cccc(Cl)c2)cc1Cl	-1.1	-0.3	41
COc1cc2nc(CC(C)C)n(NC(=O)c3ccccc3)c(=O)c2cc1OC	-0.6	-1	.
CC(OC(=O)c1ccc2ncsc2c1)C(=O)NCc1ccccc1 (configuration not stated)	0.92	0.57	-56
CCOCCCn1c(=N)c(C(=O)Nc2cc(C)on2)cc2c(=O)n3ccccc3nc21	.	.	38
Cn1c(=O)c2c(nc(NC3CCCCC3)n2Cc2ccccc2)n(C)c1=O	-0.37	-0.25	.
COC(=O)[C@H](CCSC)NC(=O)Nc1ccc(OC)c(Cl)c1	0.18	-0.55	-31
C=CCSc1nc2c(c(=N)n1CC=C)C1CCCC1S2 (configuration not stated)	-1.4	-1.4	0

Full records, looked up by structure:
`c1ccc(-c2cnc(SCCN3CCOCC3)n2CC2CCCO2)cc1` (configuration not stated) is entered as sdo1 growth: 0.8; sdo1 growth Rescue 24 h: 0.49; INS promoter inh: -233
`CN(C)c1ccc(/C=N/N2C(=S)SC(C)(C)C2N(O)C(=O)Nc2ccc([N+](=O)[O-])cc2)cc1` (configuration not stated) is entered as sdo1 growth: 0.13; sdo1 growth Rescue 24 h: -0.55; INS promoter inh: -18
